Mcl1-Noxa inh = Mcl-1/Noxa interaction inhibition; TR-FRET Mcl-1/Noxa peptide binding, 2 h; inhibition, % at 21.7 µM; AID 1022; hit rate 1.5% among 220,000; Q07820;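 active means compounds that cut the protein-peptide binding signal by more than 50% relative to plate controls in a single-dose test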;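 further: His-tagged Mcl-1 with rhodamine Noxa BH3 peptide and terbium anti-His antibody; 0% = Mcl-1 plus Noxa peptide wells and 100% = peptide-only wells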
Target sequence (Q07820 whole entry, looked up): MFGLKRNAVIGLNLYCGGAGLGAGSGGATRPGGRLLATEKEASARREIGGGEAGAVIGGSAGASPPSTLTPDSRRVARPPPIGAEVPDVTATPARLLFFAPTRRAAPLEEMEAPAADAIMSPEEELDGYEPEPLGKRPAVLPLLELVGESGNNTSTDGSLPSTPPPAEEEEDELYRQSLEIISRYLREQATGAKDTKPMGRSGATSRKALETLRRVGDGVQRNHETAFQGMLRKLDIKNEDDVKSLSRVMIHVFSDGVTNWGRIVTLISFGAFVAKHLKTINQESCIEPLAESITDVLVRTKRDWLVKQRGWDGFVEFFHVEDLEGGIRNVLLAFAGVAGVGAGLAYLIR
Avidin fluor = avidin bead compound fluorescence profile; Avidin beads, compound fluorescence 488/530 nm, flow cytometry; hits give high values; hit rate 0.38% among 220,000; fluorescence (KMESF) at 10 µM; AID 1775; in the data active means fluorescence above about 47; further: inactives centre near 10
Cdc42 wt GTP = modulators (inhibitors or activators) of GTP binding to human Cdc42 wildtype; AID 761; percent activity (GTP binding), % at 10 µM; hit rate 0.2% among 190,000; GST-Cdc42 beads, Bodipy-GTP binding, flow cytometry; actives lie on both sides; P60953;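 active means percent activity GTP binding at least 20 points away from the 100% baseline, either down as inhibitor or up as activator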;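 further: median bead fluorescence of bound Bodipy-FL-GTP at 100 nM; 0% = excess unlabeled GTP control and 100% = no compound control; below 100% means less GTP binding so inhibitor and above means activator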
Target sequence (P60953 whole entry, looked up): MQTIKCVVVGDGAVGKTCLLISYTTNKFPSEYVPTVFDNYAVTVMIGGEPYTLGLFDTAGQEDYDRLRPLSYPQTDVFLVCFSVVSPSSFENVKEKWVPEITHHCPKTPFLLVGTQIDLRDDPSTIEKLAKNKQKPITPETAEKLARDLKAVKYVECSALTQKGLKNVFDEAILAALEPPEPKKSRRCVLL
GSH bead fluor = GSH bead compound fluorescence profile. fluorescence (KMESF) at 10 µM. AID 1776. hit rate 0.25% among 190,000. GSH beads flow cytometry, compound fluorescence 488/530 nm; hits give high values; in the data active means fluorescence above about 89;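 further: glutathione beads carrying GST-tagged Bcl family fusion proteins plus one bare bead set; values are compound well signal with DMSO vehicle wells as background; inactives centre near 16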
Pf gametocyte = kills late stage P. falciparum gametocytes; P. falciparum stage V gametocytes, ATP luminescence, 24 h; inhibition, % at 10.9 µM; hit rate 0.065% among 150,000;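 active means inhibition above the mean plus 3 SD of compounds within the control limits, set per campaign, cut at about 38% in these data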;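 further: 0% = DMSO wells and 100% = medium only without gametocytes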
Rac1 mut GTP = modulators of GTP binding to human Rac1 activated mutant. P63000. GST-Rac1 activated beads, fluorescent GTP binding, flow cytometry; actives lie on both sides; 100% means binding = to untreated wells. percent activity (GTP binding), % at 10 µM. hit rate 0.11% among 190,000. AID 764;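 active means GTP binding at least 20 percentage points away from the 100% baseline, in either direction, so actives lie on both sides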
Mcl1-Bid inh = disrupts binding of human Mcl-1 to Bid peptide; TR-FRET Mcl-1/Bid-Dy647 peptide binding, 1536-well; AID 1021; inhibition, % at 21.7 µM; hit rate 0.97% among 220,000;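 active means compounds that cut the binding signal by more than half at the single screening dose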;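 further: His-tagged Mcl-1 with europium anti-His antibody binding Bid BH3 peptide; 0% = Mcl-1 plus peptide wells and 100% = peptide-only wells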
Rac1 wt GTP bind = alters GTP binding to wildtype human Rac1 | GTP binding activity (% of control), % at 10 µM | hit rate 0.27% among 190,000 | GST-Rac1 beads, fluorescent GTP binding, flow cytometry; actives lie on both sides; 0 = cold GTP competed, 100 = untreated | AID 757 | P63000;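 active means GTP binding activity at least 20 points away from the 100% control level, either lower or higher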
HRas wt GTP = changes GTP binding to wildtype human HRas | GTP binding activity, % at 10 µM | hit rate 0.14% among 190,000 | GST-Ras wt beads, Bodipy-FL-GTP binding, flow cytometry; actives lie on both sides | P01112;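 active means GTP binding activity at least 20% away from the 100% baseline, either lowered as inhibitor or raised as activator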;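 further: 0% = unlabeled GTP competition control and 100% = no-compound control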
Target sequence (P01112 whole entry, looked up): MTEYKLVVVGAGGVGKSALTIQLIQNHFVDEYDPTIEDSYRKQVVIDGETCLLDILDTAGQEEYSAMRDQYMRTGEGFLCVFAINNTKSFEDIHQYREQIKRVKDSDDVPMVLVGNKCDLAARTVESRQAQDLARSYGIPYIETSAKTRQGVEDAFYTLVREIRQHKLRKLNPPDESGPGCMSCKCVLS
Rab7 wt GTP bind = modulators of GTP binding to dog Rab7 wildtype GTPase; AID 758; GTP binding activity (percent of control), % at 10 µM; hit rate 0.055% among 190,000; GST-Rab7 beads, fluorescent GTP binding, flow cytometry; actives lie on both sides; untreated = 100%, excess cold GTP = 0%;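 active means fluorescent GTP binding to Rab7 beads changed by at least 20 points from the 100% baseline, either direction, mostly lower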;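 further: median green fluorescence of bound Bodipy-FL-GTP per Rab7 bead population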
Rab2A wt mod = changes GTP binding to wildtype dog Rab2A, up or down; GTP binding activity, % at 10 µM; hit rate 0.19% among 190,000; P61105; GST-Rab2 wt beads, Bodipy-GTP binding, flow cytometry;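 active means GTP binding activity at least 20 points away from 100%, either lowered or raised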;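 further: 0% = beads with excess unlabeled GTP and 100% = no-compound control corrected for plate trend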
An asterisk follows results filed as active.

`Nc1nnc(-c2ccc(Cl)cc2)s1` gave Mcl1-Noxa inh -6, Avidin fluor 2, Cdc42 wt GTP 102, GSH bead fluor 16, Rac1 mut GTP 96, Mcl1-Bid inh -11, Rac1 wt GTP bind 101, HRas wt GTP 99, Rab7 wt GTP bind 98 and Rab2A wt mod 100.
For O=C(CCNC(=O)c1ccc(Cl)cc1)Nc1c(F)c(F)cc(F)c1F the results were Mcl1-Noxa inh 11, Avidin fluor 7, Cdc42 wt GTP 101, GSH bead fluor 25, Rac1 mut GTP 99, Mcl1-Bid inh 1, Rac1 wt GTP bind 105, HRas wt GTP 99, Rab7 wt GTP bind 102 and Rab2A wt mod 100.
`O=C(CSc1ccncc1)Nc1ccc(S(=O)(=O)Nc2nccs2)cc1` gave Mcl1-Noxa inh 23, Avidin fluor 10, Cdc42 wt GTP 97, GSH bead fluor 14, Pf gametocyte 2, Rac1 mut GTP 94, Mcl1-Bid inh -64, Rac1 wt GTP bind 94, HRas wt GTP 97, Rab7 wt GTP bind 105 and Rab2A wt mod 97.
O=C(N/N=C/c1cccs1)C(=O)N1CCCC1 was read as Mcl1-Noxa inh 2, Avidin fluor 11, Cdc42 wt GTP 97, GSH bead fluor 11, Pf gametocyte -4, Rac1 mut GTP 97, Mcl1-Bid inh -4, Rac1 wt GTP bind 101, HRas wt GTP 98, Rab7 wt GTP bind 97 and Rab2A wt mod 98.
Screening COC(=O)C1(c2ccccc2)NC(c2cccs2)C2C(=O)N(c3ccccc3)C(=O)C21 (stereo not given) returned Mcl1-Noxa inh -19, Avidin fluor 9, Cdc42 wt GTP 101, GSH bead fluor 16, Rac1 mut GTP 99, Mcl1-Bid inh 3, Rac1 wt GTP bind 103, HRas wt GTP 100, Rab7 wt GTP bind 98 and Rab2A wt mod 99.
Screening CC(=O)Nc1ccc2nc(C3CC3)n(Cc3ccc(Cl)cc3)c(=O)c2c1 returned Mcl1-Noxa inh -1, Avidin fluor 14, Cdc42 wt GTP 98, GSH bead fluor 14, Pf gametocyte -5, Rac1 mut GTP 96, Mcl1-Bid inh -5, Rac1 wt GTP bind 103, HRas wt GTP 98, Rab7 wt GTP bind 104 and Rab2A wt mod 99.
Cc1nn(C)c(C)c1CNC(=O)Nc1ccc2c(c1)OCO2 was read as Mcl1-Noxa inh 1, Avidin fluor 12, Cdc42 wt GTP 94, GSH bead fluor 15, Pf gametocyte 30, Rac1 mut GTP 96, Mcl1-Bid inh -64, Rac1 wt GTP bind 97, HRas wt GTP 94, Rab7 wt GTP bind 93 and Rab2A wt mod 95.
`CCc1c(C(=O)Nc2ccc(S(=O)(=O)N3CCOCC3)cc2)csc1C` gave Mcl1-Noxa inh 17, Avidin fluor 5, Cdc42 wt GTP 103, GSH bead fluor 25, Pf gametocyte 3, Rac1 mut GTP 97, Mcl1-Bid inh -12, Rac1 wt GTP bind 102, HRas wt GTP 99, Rab7 wt GTP bind 100 and Rab2A wt mod 102.
CCc1nc2ccccc2c(NC(=O)CN2CCC(C)CC2)c1C was read as Mcl1-Noxa inh -2, Avidin fluor 8, Cdc42 wt GTP 103, GSH bead fluor 13, Pf gametocyte -1, Rac1 mut GTP 99, Mcl1-Bid inh 45, Rac1 wt GTP bind 108, HRas wt GTP 102, Rab7 wt GTP bind 104 and Rab2A wt mod 105.
`O=c1c2ccccc2c(/C=N/NS(=O)(=O)c2ccccc2)c(O)n1-c1ccccn1` gave Mcl1-Noxa inh 30, Avidin fluor 16, Cdc42 wt GTP 94, GSH bead fluor 13, Pf gametocyte 7, Rac1 mut GTP 90, Mcl1-Bid inh -45, Rac1 wt GTP bind 93, HRas wt GTP 94, Rab7 wt GTP bind 96 and Rab2A wt mod 93.
For CCSC1=N/C(=C\c2ccc(C(=O)O)cc2)C(=O)S1 the results were Mcl1-Noxa inh 12, Avidin fluor 15, Cdc42 wt GTP 102, GSH bead fluor 32, Rac1 mut GTP 97, Mcl1-Bid inh 8, Rac1 wt GTP bind 103, HRas wt GTP 100, Rab7 wt GTP bind 101 and Rab2A wt mod 98.
`Cc1ccnc(NS(=O)(=O)c2ccc(NC(=O)c3ccc(S(=O)(=O)N4CC(C)OC(C)C4)cc3)cc2)n1` (stereo not given) gave Mcl1-Noxa inh 0, Avidin fluor 4, Cdc42 wt GTP 102, GSH bead fluor 9, Pf gametocyte -12, Rac1 mut GTP 97, Mcl1-Bid inh 4, Rac1 wt GTP bind 105, HRas wt GTP 101, Rab7 wt GTP bind 99 and Rab2A wt mod 97.
OC(CN1C2=NCCN2c2ccccc21)c1ccc2c(c1)OCO2 (stereo not given) was read as Mcl1-Noxa inh 26, Avidin fluor 8, Cdc42 wt GTP 100, GSH bead fluor 59, Rac1 mut GTP 98, Mcl1-Bid inh 38, Rac1 wt GTP bind 101, HRas wt GTP 99, Rab7 wt GTP bind 96 and Rab2A wt mod 98.
Screening CC(C)(C)[C@@H]1C=C(C(=O)NC2CC2)O[C@H](OCc2ccc(CO)cc2)C1 returned Mcl1-Noxa inh -10, Avidin fluor 6, Cdc42 wt GTP 95, GSH bead fluor 17, Pf gametocyte -1, Rac1 mut GTP 95, Mcl1-Bid inh -12, Rac1 wt GTP bind 100, HRas wt GTP 96, Rab7 wt GTP bind 104 and Rab2A wt mod 97.
`Cc1cc(C)cc(NC(=O)Cc2ccc(-n3cccc3)cc2)c1` gave Mcl1-Noxa inh 14, Avidin fluor 1, Cdc42 wt GTP 105, GSH bead fluor 6, Rac1 mut GTP 100, Mcl1-Bid inh -6, Rac1 wt GTP bind 103, HRas wt GTP 101, Rab7 wt GTP bind 98 and Rab2A wt mod 98.
`Cc1oc(-c2cccs2)nc1CN1CCC(CO)(CCOc2ccccc2)CC1` gave Mcl1-Noxa inh 5, Avidin fluor 15, Cdc42 wt GTP 96, GSH bead fluor 53, Pf gametocyte -7, Rac1 mut GTP 97, Mcl1-Bid inh -4, Rac1 wt GTP bind 101, HRas wt GTP 96, Rab7 wt GTP bind 97 and Rab2A wt mod 99.
Screening CC1CN(c2ccc(Cl)cc2[N+](=O)[O-])CCN1S(C)(=O)=O (stereo not given) returned Mcl1-Noxa inh -22, Avidin fluor 12, Cdc42 wt GTP 96, GSH bead fluor 15, Pf gametocyte 0, Rac1 mut GTP 91, Mcl1-Bid inh -3, Rac1 wt GTP bind 99, HRas wt GTP 99, Rab7 wt GTP bind 96 and Rab2A wt mod 97.
`CN(C)S(=O)(=O)c1cccc(-c2nn(-c3ccccc3)cc2/C=C2\SC(=S)NC2=O)c1` gave Mcl1-Noxa inh 108*, Avidin fluor 3, Cdc42 wt GTP 94, GSH bead fluor 5, Pf gametocyte -5, Rac1 mut GTP 93, Mcl1-Bid inh 88*, Rac1 wt GTP bind 91, HRas wt GTP 92, Rab7 wt GTP bind 90 and Rab2A wt mod 90.
For Cc1cc(C)c2c(CC(=O)Nc3nccs3)coc2c1 the results were Mcl1-Noxa inh 12, Avidin fluor 16, Cdc42 wt GTP 102, GSH bead fluor 35, Pf gametocyte 10, Rac1 mut GTP 98, Mcl1-Bid inh 1, Rac1 wt GTP bind 106, HRas wt GTP 101, Rab7 wt GTP bind 99 and Rab2A wt mod 103.
`Nc1cc(N)nc(SCCOc2ccccc2F)n1` gave Mcl1-Noxa inh 14, Avidin fluor 31, Cdc42 wt GTP 104, GSH bead fluor 22, Pf gametocyte -6, Rac1 mut GTP 101, Mcl1-Bid inh 2, Rac1 wt GTP bind 104, HRas wt GTP 101, Rab7 wt GTP bind 100 and Rab2A wt mod 101.
Screening CC1=C(C(=O)OCC2CCCO2)C(c2ccsc2)C2=C(CCCC2=O)N1 (stereo not given) returned Mcl1-Noxa inh 4, Avidin fluor 9, Cdc42 wt GTP 96, GSH bead fluor 21, Pf gametocyte 24, Rac1 mut GTP 100, Mcl1-Bid inh -28, Rac1 wt GTP bind 99, HRas wt GTP 94, Rab7 wt GTP bind 95 and Rab2A wt mod 94.
For O=C(O)c1ccc(Cl)c(S(=O)(=O)Nc2ccc3cn[nH]c3c2)c1 the results were Mcl1-Noxa inh 20, Avidin fluor 11, Cdc42 wt GTP 94, GSH bead fluor 14, Rac1 mut GTP 92, Mcl1-Bid inh -26, Rac1 wt GTP bind 95, HRas wt GTP 95, Rab7 wt GTP bind 100 and Rab2A wt mod 95.
`CCc1nc(Cl)c(C#N)c2c1CCCC2` gave Mcl1-Noxa inh 0, Avidin fluor 6, Cdc42 wt GTP 98, GSH bead fluor 20, Pf gametocyte 8, Rac1 mut GTP 100, Mcl1-Bid inh -18, Rac1 wt GTP bind 98, HRas wt GTP 99, Rab7 wt GTP bind 100 and Rab2A wt mod 101.
`COP(=O)(OC)c1nc(-c2ccccc2)oc1N1CCOCC1` gave Mcl1-Noxa inh -1, Avidin fluor 15, Cdc42 wt GTP 102, GSH bead fluor 11, Pf gametocyte -9, Rac1 mut GTP 99, Mcl1-Bid inh 0, Rac1 wt GTP bind 102, HRas wt GTP 97, Rab7 wt GTP bind 98 and Rab2A wt mod 94.
Screening O=C(COC(=O)[C@H](Cc1ccccc1)NC(=O)c1cccs1)Nc1ccccc1C(F)(F)F returned Mcl1-Noxa inh 18, Avidin fluor 17, Cdc42 wt GTP 101, GSH bead fluor 16, Pf gametocyte -6, Rac1 mut GTP 99, Mcl1-Bid inh -35, Rac1 wt GTP bind 101, HRas wt GTP 100, Rab7 wt GTP bind 98 and Rab2A wt mod 99.
For CC(=O)Nc1ccc(NC(=O)Cn2c(=O)n(-c3ccc(C)cc3)c(=O)c3oc4ccccc4c32)cc1 the results were Mcl1-Noxa inh 8, Avidin fluor 10, Cdc42 wt GTP 97, GSH bead fluor 11, Pf gametocyte 13, Rac1 mut GTP 96, Mcl1-Bid inh -10, Rac1 wt GTP bind 98, HRas wt GTP 100, Rab7 wt GTP bind 104 and Rab2A wt mod 97.
Screening COC(=O)CCc1nc2c(C#N)c(-c3ccc(Cl)cc3)ccn2n1 returned Mcl1-Noxa inh 8, Avidin fluor 27, Cdc42 wt GTP 93, GSH bead fluor 31, Pf gametocyte -1, Rac1 mut GTP 96, Mcl1-Bid inh 2, Rac1 wt GTP bind 97, HRas wt GTP 96, Rab7 wt GTP bind 94 and Rab2A wt mod 94.
Screening c1ccc(CSc2ncnc3ccccc23)cc1 returned Mcl1-Noxa inh -10, Avidin fluor 10, Cdc42 wt GTP 91, GSH bead fluor 9, Pf gametocyte -8, Rac1 mut GTP 93, Mcl1-Bid inh -19, Rac1 wt GTP bind 93, HRas wt GTP 93, Rab7 wt GTP bind 93 and Rab2A wt mod 95.
Brc1ccc(-c2noc(COc3ccc4c(c3)CCC4)n2)o1 was read as Mcl1-Noxa inh 11, Avidin fluor 7, Cdc42 wt GTP 94, GSH bead fluor 23, Rac1 mut GTP 94, Mcl1-Bid inh -7, Rac1 wt GTP bind 101, HRas wt GTP 98, Rab7 wt GTP bind 99 and Rab2A wt mod 95.

Assay outcomes: PubChem BioAssay, several laboratories
